Screens as filed in PubChem BioAssay.
mHTT CaM bind = mutant huntingtin-calmodulin interaction inhibitors – biochemical, AlphaScreen, primary screen; AlphaScreen His-mHTT/GST-CaM binding, luminescence; inhibition, % at 15 µM; actives 3.6% (n = 190,000);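 also: 0% = both proteins with DMSO and 100% = one protein alone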
Pf apPOL inh = Pf-apPOL inhibitors, biochemical, fluorescence | Plasmodium falciparum apicoplast DNA polymerase (apPOL) | AID 1794808, 2022 | inhibition, % at 10 µM | Recombinant Pf-apPOL, molecular beacon fluorescence, 1.5 h | actives 0.25% (n = 210,000)
* marks the source's active call; other numbers are inactive results; i = inactive; x = no result given; & = joins results of further samples. Rule as the data show it: active = inhibition above about 50%; inactive = the rest.

The line under a structure holds: mHTT CaM bind	Pf apPOL inh
Cc1ccc(NC(=O)CN2C(=O)CC(c3ccc(C)cc3)=Nc3cccnc32)cc1
  -2	2
CCc1ccc(-c2nc3c(c(=O)[nH]2)CN(C(=O)C(C)(C)CCl)CC3)cc1
  0	8
O=C1C(=Cc2cccs2)Oc2cc(OC(=O)C3CCCCC3)ccc21
  0	-6
C(=Cc1ccccc1)CN1CCN(c2c3c(nc4ncnn24)CCCC3)CC1
  73*	-5
COc1cccc(-c2cc3n(n2)CCCN(C(=O)c2ccoc2)C3)c1
  3	-11
COc1ccc(NC(=O)C2CCCN(c3nnc4cccc(C)n34)C2)c(C)c1 (stereo unspecified)
  8	2
Cc1cc(C)cc(OC(=O)C23CCC(C)(C(=O)C2=O)C3(C)C)c1 (stereo unspecified)
  -8	-5
Cc1ccc(-c2cc(C(C)(C)C)nc(N)c2C#N)cc1
  -2	-3
O=[N+]([O-])c1ccc(N2CCOCC2)cc1NCc1ccco1
  20	-7
COc1ccc([N+](=O)[O-])cc1-n1c(C)ccc1C
  52*	-4
CN(C)c1ccc(/C=C2N=C(/C=C/c3ccccc3)OC\2=O)cc1
  9	8
Cc1ccc(-n2nc3c(c2NC(=O)c2ccco2)CS(=O)C3)c(C)c1 (stereo unspecified)
  -3	7
Cc1noc(COC2CCN(C(=O)Cc3ccsc3)CC2)n1
  -5	3
Cc1ccc(C(=O)/C=C(/c2ccccc2)N2CCCCC2)cc1
  30	-16
CCc1cccc(NC(=O)N2CCc3nc4cc(-c5ccc(OC)cc5)[nH]n4c(=O)c3C2)c1
  -6	-1
Cn1c(O)c(C2c3ccccc3Oc3c2c(=O)n(C)c(=O)n3C)c(=O)n(C)c1=O (stereo unspecified)
  3	-10
CCn1c(=O)c(-c2ccc(C(=O)NC3CCCCCC3)cc2)nc2cccnc21
  -7	-3
CC(=O)NC1=NC(=O)/C(=C\c2ccc(-c3cc(Cl)ccc3[N+](=O)[O-])o2)S1
  24	-2
Cc1csc(-c2ccc(Oc3ccc(Cl)cc3)nc2)n1
  x	-5
Cc1[nH]c2ccc(Cl)cc2c(=O)c1CN1CCCC1
  0	0
NC1=NNC(c2ccccc2)=CS1
  53*	-2
CCC(=O)N1CCc2cc(Br)cc(S(=O)(=O)NCCCN3CCCCCC3)c21
  0	-3
CC(C)c1n[nH]c(C2CCCN2C(=O)c2ccc(Br)o2)n1 (stereo unspecified)
  -1	-2
Cc1ccc(S(=O)(=O)Nc2cccc(C)c2C)cc1[N+](=O)[O-]
  4	-1
CC(=O)N1c2c(cc(Br)cc2S(=O)(=O)Nc2ccc(C(F)(F)F)cc2)CC1C (stereo unspecified)
  91*	-1
COc1ccc(C=NC2=NN(c3ccccc3)CC2)cc1
  37	2
CC1(C)OCC2(CO1)CN(C(=O)c1ccc(=O)oc1)C2
  -8	-9
COCc1nnc(N)s1
  -4	x
CCN(CC)c1ncc2c(n1)CCC(C(=O)NCc1cc(C)ccc1C)C2 (stereo unspecified)
  -2	6
N#CC1CN(Cc2cccs2)CN(Cc2cccs2)C1
  x	0
CCCCNc1cccc2c1S(=O)(=O)N[C@@H](Cc1ccccc1)CO2
  -15	0
COc1ccc(C2C(=C(O)c3ccccc3)C(=O)C(=O)N2C)cc1OC (stereo unspecified)
  -2	-3
CCC(=O)NCCc1csc(C2CCN(C(=O)Nc3cc(F)ccc3F)CC2)n1
  -6	-2
O=C(CC12CC3CC(CC(C3)C1)C2)NC1CCCCC1
  -6	-1
COCCCNC(=O)C1CC(=O)N(CCc2ccc(OC)c(OC)c2)C1 (stereo unspecified)
  -7	-4
Cc1ccc2oc(-c3cc(NC(=O)c4ccc(Cl)cc4Cl)ccc3O)nc2c1
  2	24
O=C1CCCN2N=C(SCC(=O)Nc3cccc(Cl)c3)SC2=N1
  4	2
COc1ccc(-c2csc(/C(C#N)=C/C=C/c3ccccc3)n2)cc1
  -38	-3
CCN1CCN(c2ncc3c(n2)CCN(Cc2cccc(Br)c2)C3)CC1
  57*	2
Cc1cccc(OCc2nnc(-c3ccccc3)o2)c1
  -21	0
O=C(CSc1ccccc1)N1CCCC2(C1)Nc1cccnc1NC2=NC1CCCC1 (stereo unspecified)
  3	-5
Cc1oc(C(C)(C)C)cc1C(=O)Nc1cccc(/C=C/C(=O)O)c1
  5	3
CCN1c2cc(Cl)ccc2C(=O)NC12CCN(C(=O)NCc1ccc(F)cc1)CC2
  58*	-2
O=C(c1cc([N+](=O)[O-])ccc1N1CCOCC1)N1CCOCC1
  3	-10
CCOc1ccccc1N1CCN(C(=O)c2cccs2)C(C)C1=O (stereo unspecified)
  -2	-1
CC(C)(C)c1ccc(S(=O)(=O)N2CCc3nc4ccccc4c(C(=O)O)c3C2)cc1
  2	-12
CCc1nc(C)nc(N2CCN(C(=O)C3CC3)CC2)c1Cc1ccccc1F
  16	-6
O=C(c1ccc(Cl)cc1)n1cc(-c2ccccc2)c(C(F)(F)F)n1
  x	-3&-13
C[n+]1ccc(CCc2cc[n+](C)cc2)cc1
  x	-10
CC(O)(CNC(=O)Cc1cccc2ccccc12)c1ccc2c(c1)OCO2 (stereo unspecified)
  3	3
CCCNc1cc(N2CCCC(CCC(=O)NCc3cccs3)C2)ncn1 (stereo unspecified)
  7	-6
Cc1csc(NC(=O)NC2(C(F)(F)F)Oc3ccccc3O2)n1
  -1	2
CCCc1noc(-c2ccc(SCC(=O)Nc3ccc4c(c3)CCC4)nc2)n1
  -14	-5
COc1cc(NC(=O)CCC2CCCCC2)cc(OC)c1OC
  10	-21
O=C(c1ccc(Br)cc1)N1CCC(n2c(-c3ccoc3)nc3cccnc32)C1 (stereo unspecified)
  49	2
CCOc1cc2c(cc1OCC)C1CC(=O)N(c3ccc(OC)cc3)C(=O)N1CC2 (stereo unspecified)
  3	3
O=C(/C=C/c1ccc(-c2ccc(F)cc2)o1)c1cccs1
  91*	-1
O=C(COc1ccccc1)NCc1cccc(CNC(=O)COc2ccccc2)c1
  -4	-4
COc1ccc(OCc2noc(CNC(=O)c3cc(C)oc3C)n2)cc1
  5	-8
CCOC(=O)C(C)Oc1ccc2c(c1)OC(=Cc1ccc(OCC)cc1)C2=O (stereo unspecified)
  -8	5

Full records as entered above.
Profile of `CCCc1noc(-c2ccc(SCC(=O)Nc3ccc4c(c3)CCC4)nc2)n1` = mHTT CaM bind: -14; Pf apPOL inh: -5
Profile of `O=C(CSc1ccccc1)N1CCCC2(C1)Nc1cccnc1NC2=NC1CCCC1` (stereo unspecified) = mHTT CaM bind: 3; Pf apPOL inh: -5
Profile of `CCOc1ccccc1N1CCN(C(=O)c2cccs2)C(C)C1=O` (stereo unspecified) = mHTT CaM bind: -2; Pf apPOL inh: -1

Additional entries:
The line under a structure holds: mHTT CaM bind	Pf apPOL inh
Cc1nc2cccnc2n1-c1ccc(CC(=O)N(C)C)cc1
  -3	-1
O=C(O)c1ccc(S(=O)(=O)c2cccc(Cl)c2)c([N+](=O)[O-])c1
  4	-6
COc1ccc(OCC(=O)N2CCc3c(c(C(=O)NCc4ccccc4)nn3C)C2)cc1
  -1	-12
CCCc1nnsc1C(=O)NCC1CCN(C(=O)Oc2ccccc2)CC1
  -9	-13
Cc1cc(C(=O)NN2CCN(C)CC2)ccc1[N+](=O)[O-]
  -2	-8
Cc1ccc(C2Cn3nnc(C(=O)N4CCN(C(=O)c5ccncc5)CC4)c3CO2)cc1 (stereo unspecified)
  -3	-4
CCOC(=O)C1=C(N)Oc2c(oc(CO)cc2=O)C1c1ccccc1 (stereo unspecified)
  -2	-4
CCC(=O)Nc1c(-c2cc(F)ccc2F)nc2ccccn12
  9	-6
O=C1CC2CS(=O)(=O)CC2N1c1ccc(Oc2ccccc2)cc1 (stereo unspecified)
  2	1
COc1ccc(C2=N/C(=C\c3ccc(C(C)C)cc3)C(=O)O2)cc1OC
  9	-2
CC(C)=NN=C1N=C(c2ccc(Cl)cc2)CS1
  x	-6
O=C(NC1CC1)C1CC(=O)N(c2ccc3c(c2)CCN3C(=O)C2CC2)C1 (stereo unspecified)
  -5	-8
CCOC(=O)c1cc(C)n(-c2cccc(F)c2C#N)n1
  x	-2
CCCn1c(C2CCN(C(=O)Nc3cc(C)cc(C)c3)C2)nc2cccnc21 (stereo unspecified)
  19	-4
COc1ccc(CNC2=NCCNC23CCCCC3C)cc1 (stereo unspecified)
  -5	5
CCCC(=O)NC(c1ccc(Cl)cc1Cl)c1cc([N+](=O)[O-])c2cccnc2c1O (stereo unspecified)
  99*	-3&-8
Cc1cc(C)c(S(=O)(=O)N=C2C=CC(=O)c3ccccc32)cc1C
  98*	5
O=C1CC(NCc2ccccc2)C(=O)N1c1cccc(Cl)c1 (stereo unspecified)
  1	-5
Cc1cc(N2C(=O)c3ccc(C(=O)N4CCc5ccccc5C4)cc3C2=O)no1
  4	-5
COCCN=C1Nc2ccccc2CNC12CCN(C(=O)c1n[nH]c3ccccc13)C2 (stereo unspecified)
  15	-1

A few values from the entries so far.
mHTT CaM bind, `CCCC(=O)NC(c1ccc(Cl)cc1Cl)c1cc([N+](=O)[O-])c2cccnc2c1O` (stereo unspecified) is entered as 99*
Pf apPOL inh, `COc1ccc(CNC2=NCCNC23CCCCC3C)cc1` (stereo unspecified) is entered as 5

(cont.)
structure	mHTT CaM bind	Pf apPOL inh
Cc1nc2cc(N3CC(C(=O)Nc4ccc(F)c(F)c4)CC3=O)ccc2o1 (stereo unspecified)	8	-6
COCCCNC(=O)c1cn(C2CCCC2)c(=O)c2c1c1ccccc1n2C	4	3
Cn1cc(C(=O)Nc2ccc(N3CCOCC3)cc2)nn1	-5	3
COc1cccc(/C=C2/N=C(c3ccccc3C)OC2=O)c1OC	0	8
COc1cccc(N2C(=O)CC(SCC(=O)Nc3ccc(F)cc3)C2=O)c1 (stereo unspecified)	3	3
CCCSc1nnc(-c2ccccc2N)c(=O)[nH]1	1&0	1&-2
CSc1ccc(CNC(=O)c2cn3cc(C)ccc3n2)cc1	-4	-4
O=C(O)C1C2C=CC(C2)C1C(=O)NCCc1cccc(Cl)c1 (stereo unspecified)	-5	-1
Cc1cc(C)cc(NC(=O)CN2CCC(C(=O)Nc3ncc(C)s3)CC2)c1	-13	-5
O=C(Nc1cc2cccc([N+](=O)[O-])c2oc1=O)c1ccc(Cl)cc1Cl	3	-3
COc1nccnc1N1CCC(NC(=O)CCc2c(C)noc2C)C1 (stereo unspecified)	5	-1
O=C(C1CCN(CC2CC=CCC2)CC1)N1CCN(Cc2ccccc2)CC1 (stereo unspecified)	17	0
O=C(N/N=C/c1ccc(Br)o1)c1cccs1	i	x
CCCN1CCC(N2CCN(c3ccccc3OC)CC2)CC1	-6	5
O=S(=O)(c1ccc(F)c(Cl)c1)N1CCN(c2ccccc2F)CC1	-35	-10
O=C(CN1C(=O)/C(=C/c2cccc(Cl)c2)Sc2ccccc21)NCc1ccco1	8	2
O=C(Cc1csc(NC(=O)c2ncccn2)n1)Nc1cccc2nsnc12	100*	32
N#CC1=C(N)N(c2ccccc2)C2=C(C(=O)CCC2)C1c1cccs1 (stereo unspecified)	30	-10
Cc1ccc(CNC(=O)CCNS(=O)(=O)c2ccc(Br)s2)cc1	2	-6
COc1cc(C=C(C#N)c2nc(-c3cc4ccccc4oc3=O)cs2)cc(Br)c1O	0	2
CCn1c(=O)c2c(ncn2Cc2ccccc2F)n(-c2ccc(Cl)cc2)c1=O	1	1
CCSc1nc2ccc([N+](=O)[O-])cc2[nH]1	-7	-1
Cc1nc2ccc(Cl)cc2c2c(N)c3ccccc3n12	56*	-12
O=C(c1ccc2cc[nH]c2c1)N1CCc2c(nc3cc(-c4ccccc4)[nH]n3c2=O)C1	-1	8
c1cncc(CN2CCCCC2c2nncn2CC2CC2)c1 (stereo unspecified)	-6	0
O=C(COc1ccccc1)N1CC(c2nc(-c3ncccn3)no2)C1	-12	-5
COc1cc(Cl)cc(/C=C2/NC(=O)NC2=O)c1O	6	-5
Cc1ncc([N+](=O)[O-])n1CCOC(=O)c1ccc(Cl)cc1Cl	x	-10
Cc1ccc(-c2noc(Cn3ccnc3C)n2)cc1	0	-4
O=C(COc1ccccc1)N1CCN=C1N1CCCCC1	-3	-6

The list goes on (four carried over from the part before).
structure	mHTT CaM bind	Pf apPOL inh
COc1cc(Cl)cc(/C=C2/NC(=O)NC2=O)c1O	6	-5
Cc1ncc([N+](=O)[O-])n1CCOC(=O)c1ccc(Cl)cc1Cl	x	-10
Cc1ccc(-c2noc(Cn3ccnc3C)n2)cc1	0	-4
O=C(COc1ccccc1)N1CCN=C1N1CCCCC1	-3	-6
CC(=O)Nc1cccc(Cl)c1	x	3&-7
CC1=NS(=O)(=O)N(C)C=C1C(=O)OCc1cc(F)cc(F)c1	-14	-5
CC(C)n1cnnc1C1CCN(C(=O)c2ccsc2)CC1	-9	2
N/C(Cc1ccc([N+](=O)[O-])cc1)=N\OC(=O)N1CCOCC1	i	3
O=C(Nc1cc(F)ccc1F)C(c1ccccc1)n1cccc1 (stereo unspecified)	42	0
COc1cccc(CNC(=O)N2CCc3nc(-c4ccc(F)cc4)ncc3C2)c1	-9	-2
COC(=O)Cn1cnc2c(-c3cccc(F)c3)csc2c1=O	-20	-3
CCCn1ccc2oc(C)c(C(=O)N3CCN(c4ccccc4)CC3)c2c1=O	29	1
Cc1nc(-c2cccnc2)nc(N2CCCN(Cc3ccc(F)cc3)CC2)c1Cl	x	-4&-6
O=c1cc(-c2ccccc2Cl)oc2cc(O)cc(O)c12	3	-1
c1ccc2nc3c(nc2c1)c1ccccc1n3CN1CCOCC1	-4	-1
O=C(NCCc1ccccc1)c1cc2n(n1)CCCN(Cc1ccccc1)C2=O	-3	5
